POLB inh = blocks human DNA polymerase beta activity | P06746 | Pol beta primer extension/strand displacement, fluorescence kinetic | Potency, µM (top dose mostly 114 µM), for the others: at the top dose activity change, negative = inhibition, actives largely listed as inhibitors | actives 1.3% (n = 340,000); also: potency is read from the fitted curve at half-maximal effect; % is scaled to controls: 0 for no effect and ±100 for the full control effect
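Pol beta (10 nM) was preincubated with compound for 15 min at room temperature. The reaction was then started with 50 nM substrate and read immediately and after a further 10 min at room temperature.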
BLM inh = Bloom syndrome helicase (human) inhibition; P54132; recombinant BLM DNA unwinding, fluorescence dequenching; Potency, µM (series often up to 56.1 µM), for the others: at the top dose activity change, negative = inhibition, usual class: inhibitors; actives 0.2% (n = 350,000);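 also: potency is read from the fitted curve at half-maximal effect; plate controls were vehicle for no effect and no enzyme for full effect; nearly all actives have a fitted effect of over 35% in size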
POLK inh = inhibitors of human DNA polymerase kappa; Q9UBT6; Potency, µM (highest dose often 107 µM), for the others: top-dose activity, negative = inhibition, usual class: inhibitors; purified Pol kappa, fluorescent DNA synthesis assay, 10 min; actives 0.53% (n = 400,000); also: potency is read from the fitted curve at half-maximal effect; % is scaled to controls: 0 for no effect and ±100 for the full control effect
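50 nM final substrate added after 15 min RT preincubation of 10 nM Pol kappa with compound; fluorescence read at 0 and 10 min.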
TRHR ag = agonists of human TRH receptor | TRHR cells, calcium flux fluo-8, FDSS agonist mode | activation, % at 2 µM | actives 0.18% (n = 360,000) | AID 493084; in the data active = activation above about 30%; also: 0% is about no effect
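TRHR-expressing cells, plated overnight in medium with 10% serum, were loaded with fluo-8 calcium dye at room temperature. After a 10 s baseline, library compound was pin-added and calcium release was recorded kinetically (ex 480/em 530) as agonist response.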
Anesthetic bind = binds horse apoferritin like a general anesthetic. actives 0.074% (n = 350,000). AID 485281. apoferritin/1-aminoanthracene competitive binding, fluorescence. Potency, µM (top dose mostly 77.5 µM), inactives show at the top dose activity change, negative = displacement, hits mostly inhibitors; also: potency is read from the fitted curve at half-maximal effect; % is scaled to controls: 0 for no effect and ±100 for the full control effect; nearly all actives have a fitted effect of over 20% in size
Target sequence (P02791 2-175 limits assumed): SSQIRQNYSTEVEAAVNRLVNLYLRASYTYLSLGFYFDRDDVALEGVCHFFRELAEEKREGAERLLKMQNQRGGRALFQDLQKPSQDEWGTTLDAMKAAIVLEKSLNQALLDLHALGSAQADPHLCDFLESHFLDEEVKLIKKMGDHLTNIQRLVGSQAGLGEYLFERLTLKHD
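In PBS, apoferritin at 10 uM is loaded with 1-AMA from a 50% saturated solution. After 10 min of compound exposure at ambient temperature, reduced 535 nm fluorescence indicates probe displacement.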
12-LOX inh = ALOX12 (human) lipoxygenase inhibition; purified 12hLO, xylenol orange hydroperoxide absorbance; Potency, µM (doses to about 108 µM), inactives show at the top dose activity change, negative = inhibition, most hits filed as inhibitors; actives 1.1% (n = 580,000); AID 1671190; also: potency is read from the fitted curve at half-maximal effect; % is scaled to controls: 0 for no effect and ±100 for the full control effect
Target sequence (P18054 whole entry, looked up): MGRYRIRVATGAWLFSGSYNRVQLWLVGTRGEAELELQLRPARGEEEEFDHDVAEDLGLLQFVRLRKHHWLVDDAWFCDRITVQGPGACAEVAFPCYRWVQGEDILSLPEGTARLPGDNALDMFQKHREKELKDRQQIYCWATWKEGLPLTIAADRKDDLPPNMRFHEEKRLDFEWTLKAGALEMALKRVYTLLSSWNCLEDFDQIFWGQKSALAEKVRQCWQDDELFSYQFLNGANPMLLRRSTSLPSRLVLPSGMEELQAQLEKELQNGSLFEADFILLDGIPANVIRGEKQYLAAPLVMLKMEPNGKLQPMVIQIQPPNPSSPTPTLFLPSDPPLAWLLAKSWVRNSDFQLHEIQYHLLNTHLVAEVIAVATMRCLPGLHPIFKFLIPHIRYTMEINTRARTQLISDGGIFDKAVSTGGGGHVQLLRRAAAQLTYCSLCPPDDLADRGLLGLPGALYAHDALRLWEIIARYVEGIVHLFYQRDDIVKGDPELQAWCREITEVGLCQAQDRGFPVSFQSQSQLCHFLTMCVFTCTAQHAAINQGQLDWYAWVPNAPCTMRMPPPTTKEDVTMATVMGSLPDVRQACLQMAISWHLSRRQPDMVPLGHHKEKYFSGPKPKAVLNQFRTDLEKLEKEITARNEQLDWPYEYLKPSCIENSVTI
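Purified human 12hLO at 150 nM in 25 mM Hepes, 0.01% Triton X-100, pH 7.0, preincubated 15 min at room temperature with compound. Reaction started with 40 uM arachidonic acid, 30 min at room temperature. Hydroperoxide measured by Fe-xylenol orange, 573/405 nm absorbance ratio.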
APEX1 inh = inhibitors of human APE1 endonuclease; recombinant APE1, TAMRA/BHQ-2 abasic DNA cleavage fluorescence; actives 0.35% (n = 350,000); Potency, µM (highest dose often 65.8 µM), without a hit: top-dose activity change, negative = inhibition, hits mostly inhibitors;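 also: potency is read from the fitted curve at half-maximal effect; plate controls were vehicle for no effect and reference inhibitor for full effect; nearly all actives have a fitted effect of over 55% in size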
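Activity was derived from the fluorescence gain between first and third kinetic reads (60 s intervals, ex 525/em 598 nm) after 50 nM THF-abasic TAMRA/BHQ-2 duplex was added to 0.75 nM APE1 preincubated 15 min with compound.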
ERG-DNA inh = ERG Ets/DNA interaction inhibition; P11308; fluorescence polarization, His-ERG Ets domain / labelled DNA; Potency, µM (titrated, usually from 76.9 µM), without a hit: at the highest dose FP activity, negative = inhibition, most hits filed as inhibitors; actives 0.028% (n = 370,000); AID 624246; active = well fitted inhibition curve with a large enough effect in the polarisation, with a control signal flat; inconclusive = small, poorly fitted or top-dose-only effect, or effect the other way, or a change in a side signal; inactive = no such curve, though single readings can be large or run the other way; the % refers to the polarisation;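 also: polarization taken with two DNA probes labelled with fluorescein and Texas red; potency is read from the fitted curve at half-maximal effect; % of control where 0% means no effect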
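His-tagged ERG Ets domain (1 uM in the protein solution; 300mM KCl, 50mM Tris-HCl, 1mM EDTA, 1mM DTT, pH 7.5) received compound, then a probe mix of 5 nM fluorescein-DNA and 100nM Texas-615-DNA. Fluorescence polarization was read for both dyes.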
Pol iota inh = blocks human DNA polymerase iota activity | AID 588590 | Pol iota fluorescent replication assay, 10 min | actives 1% (n = 390,000) | Potency, µM (titrated, usually from 115 µM), for inactives: at the highest dose activity, negative = inhibition, usual class: inhibitors; also: potency is read from the fitted curve at half-maximal effect
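Pol iota at 10 nM preincubated 15 min with compounds at room temperature; reaction started with fluorescent substrate, 50 nM final. Fluorescence read kinetically at 0 and 10 min; buffer-only wells as negative control.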
Active calls of the source: *; ? = inconclusive; / = not tested or not shown; & = joins results of further samples; [ ] = another dose, or the depositor's remark. Unless noted, calls follow the shape of the dose curve; as a rule, active = well fitted curve in the direction sought with a large enough effect; inconclusive = small, poorly fitted or top-dose-only effect, or another doubt; inactive = no such curve, though single readings can be large; an effect the other way counts as inactive or inconclusive.

SMILES | POLB inh | BLM inh | POLK inh | TRHR ag | Anesthetic bind | 12-LOX inh | APEX1 inh | ERG-DNA inh | Pol iota inh
O=C(CSc1nnc2ccccn12)NNC(=O)c1ccc([N+](=O)[O-])cc1 | -1% | -3% | -8% | -0.3 | 1% | 46%[activator] | 0% | -4% | ?
COC(=O)c1sc(C(C)(C)C)cc1CS(=O)(=O)c1ccc(Cl)cc1 | -1% | -11% | -8% | 0.1 | 0% | -30% | -3% | 3% | 45%
Nc1nonc1C(=O)NCCNCc1ccc(Cl)c(Cl)c1 | 13% | 2% | 9% | -0.4 | -8% | -13% | / | 2% | -9%
CCN(CC(=O)Nc1ccccc1Br)C1CCCCC1 | -9% | -4% | -3% | -0.2 | -23% | -3% | -4% | -2% | 134%[activator]
CCOC(=O)CCC(=O)Nc1ccc(S(=O)(=O)N2CCC(C)CC2)cc1 | 28% | 3% | 2% | -0.3 | -14% | 0% | -5% | -4% | 32%[activator]
Cc1ccccc1C(=O)Nc1cc(S(=O)(=O)N2CCOCC2)ccc1N1CCN(C)CC1 | / | / | -1% | 1.0 | / | 66% | 0% | 2% | 32%[activator]
COc1ccc(-c2nc3ccccc3s2)cc1NC(=O)c1cccc(F)c1 | 13µM* | -24% | -4%[60.1 µM] | 0.5 | 2% | 0% | / | -2% | ?
C=CCOc1c2ccc(C(=O)N(CC)c3ccc(OC)cc3)cc2nn1C | 3% | 4% | 4% | -0.2 | 3% | -4% | 0% | -2% | 23%
COc1ccc(N2C(=O)CCC(C(=O)NCCN3CCOCC3)C2c2ccc(OC)c(OC)c2)cc1 (centres undefined) | 2% | 1% | -4% | 1.2 | 2% | -9% | -3% | 7% | 12%
COc1ccc(N2C(=O)c3ccccc3NC2c2ccc(OC)c(CN3CCOCC3)c2)cc1 (centres undefined) | 1% | -3% | 0% | -0.5 | -7% | 25%&58% | -2% | 13% | 0%
CCN(CC)S(=O)(=O)c1cccc(-c2nnc(SCC(N)=O)n2N)c1 | -1% | -6% | 7% | 0.7 | 37%[activator] | 29% | 4% | -4% | 30%[activator]
O=C(CCCn1c(SCC(=O)c2ccc(F)cc2)nc2ccccc2c1=O)NCc1ccco1 | 13% | 0% | -7% | 0.0 | -11% | -8% | -1% | -5% | -1%
Cc1nn(CC(=O)N2CCC(N3CCCCC3)CC2)c(=O)c2c1sc1ccccc12 | ? | -3% | -12% | -0.1 | 3% | 1% | -3% | 2% | -3%
O=C(O)CC1(Cc2nc(-c3cccs3)no2)CCCC1 | 25% | 1% | -11% | -0.1 | -2% | -7% | ? | 11% | ?
COc1ccc(-c2cc(C3C4C=CCC(C)C4C(=O)N3Cc3ccccc3)ccc2F)cc1OC (centres undefined) | / | -14% | -6% | / | 104%[activator] | / | -14% | / | -8%
Cc1cccc(Cc2c(C)nc3nc(SCc4ccccc4F)nn3c2C)c1 | 3% | -8% | -5%[60.1 µM] | 1.2 | ? | -17% | / | -10% | 8%
Cc1cc([N+](=O)[O-])nn1CCCC(=O)Nc1c(C)n(C)n(-c2ccccc2)c1=O | 7% | -1% | 9% | 0.9 | -4% | -17% | -4% | -4% | 2%
COC(=O)CCNCCSc1nnc(-c2ccco2)n1Cc1ccccc1 | 1% | 2% | 7% | -0.3 | -8% | -11% | 0% | 15% | 6%
CCOC(=O)N1CCN(C(=O)C2CCN(CC3CCCCC3)CC2)CC1 | 6% | -8% | -5% | 0.0 | -12% | ? | 7% | -2% | 4%
O=C(NCCc1csc2nc(-c3ccc(F)cc3)nn12)c1cccc(C(F)(F)F)c1 | 8% | -6% | -11%[60.1 µM] | -0.5 | 2% | ? | / | 3% | 3%
O=[N+]([O-])c1cccc(S(=O)(=O)N2CCN(S(=O)(=O)N3CCOCC3)CC2)c1 | 12% | -3% | 1% | 0.2 | -1% | -5% | ? | 6% | 129%[activator]
O=C(Cn1cnc2c(nnn2Cc2ccccc2)c1=O)c1ccc(Cl)cc1 | 20% | -1% | -14% | 0.0 | 0% | 6% | 12% | 3% | ?
Cc1cc(C(=O)COc2cccnc2[N+](=O)[O-])c(C)n1-c1ccccc1F | 7% | -10% | -2% | 0.2 | -12% | 23% | -3% | 6% | 48%[activator]
Cn1nc(C(C)(C)C)cc1C(=O)O | 1% | -2% | -4% | 0.2 | -4% | -7% | 17% | 11% | -23%
CN(C)c1ccc(C(C(=O)NCc2ccccc2)N(Cc2cccnc2)C(=O)c2snc(C(N)=O)c2N)cc1 (centres undefined) | 2% | 0% | 1% | -1.3 | -9% | -15% | 37% | 0% | -13%

Part of the list above, with two lines to a compound:
Every second line gives: POLB inh | BLM inh | POLK inh | TRHR ag | Anesthetic bind | 12-LOX inh | APEX1 inh | ERG-DNA inh | Pol iota inh
- Cc1ccccc1C(=O)Nc1cc(S(=O)(=O)N2CCOCC2)ccc1N1CCN(C)CC1
    / | / | -1% | 1.0 | / | 66% | 0% | 2% | 32%[activator]
- COc1ccc(-c2nc3ccccc3s2)cc1NC(=O)c1cccc(F)c1
    13µM* | -24% | -4%[60.1 µM] | 0.5 | 2% | 0% | / | -2% | ?
- C=CCOc1c2ccc(C(=O)N(CC)c3ccc(OC)cc3)cc2nn1C
    3% | 4% | 4% | -0.2 | 3% | -4% | 0% | -2% | 23%
- COc1ccc(N2C(=O)CCC(C(=O)NCCN3CCOCC3)C2c2ccc(OC)c(OC)c2)cc1 (centres undefined)
    2% | 1% | -4% | 1.2 | 2% | -9% | -3% | 7% | 12%
- COc1ccc(N2C(=O)c3ccccc3NC2c2ccc(OC)c(CN3CCOCC3)c2)cc1 (centres undefined)
    1% | -3% | 0% | -0.5 | -7% | 25%&58% | -2% | 13% | 0%

Reprinted at random: two compounds from above.
SMILES | POLB inh | BLM inh | POLK inh | TRHR ag | Anesthetic bind | 12-LOX inh | APEX1 inh | ERG-DNA inh | Pol iota inh
Cc1cc(C(=O)COc2cccnc2[N+](=O)[O-])c(C)n1-c1ccccc1F | 7% | -10% | -2% | 0.2 | -12% | 23% | -3% | 6% | 48%[activator]
Cc1cc([N+](=O)[O-])nn1CCCC(=O)Nc1c(C)n(C)n(-c2ccccc2)c1=O | 7% | -1% | 9% | 0.9 | -4% | -17% | -4% | -4% | 2%

(further entries)
SMILES | POLB inh | BLM inh | POLK inh | TRHR ag | Anesthetic bind | 12-LOX inh | APEX1 inh | ERG-DNA inh | Pol iota inh
COc1ccc(-c2ccc(CCC(=O)O)n2-c2cc(Cl)ccc2O)cc1 | -18% | -1% | -13% | -0.7 | -8% | ? | / | 1% | -7%
CCCCn1c(N)c(N(CCOC)C(=O)CSCC(=O)Nc2cccc(C)c2)c(=O)[nH]c1=O | / | / | -13% | 0.0 | / | -2% | 4% | -5% | 24%
CC1=C(C(=O)OCc2ccccc2)C(c2ccco2)n2ncnc2N1 (centres undefined) | -22% | 0% | 11% | 0.0 | -2% | 201%[activator] | -7% | 3% | 13%
Cn1c(SCC(=O)NCc2ccccc2)nnc1C1CC1 | -5% | 0% | -16% | 0.4 | -6% | 0% | 7% | 3% | -23%[58.9 µM]
COCCn1c(-c2ccc(OC)cc2)cnc1SCC(=O)Nc1cccc2ccccc12 | -1% | -8% | -6% | -0.5 | 53%[activator] | 0% | -4% | 10% | 15%
CCCCSc1nnc2c(n1)[nH]c1ccccc12 | 0% | 1% | -12% | 0.2 | 0% | -4% | -2% | 2% | -13%
O=C(NC(=S)NCc1nc2ccccc2[nH]1)c1ccc(F)cc1 | -10% | -2% | 5% | -1.0 | -14% | -27% | 11% | 15% | 51%[activator]
CN(CC(=O)Nc1ccc(F)c(F)c1F)C(=O)CC1OC(=O)c2ccccc21 (centres undefined) | / | / | -5% | -0.4 | / | -3% | 7% | 8% | 8%
CC1(C)Cc2cccc(OCC(=O)OCC(=O)Nc3ccc(C(N)=O)cc3)c2O1 | / | / | -9% | -0.6 | / | -11%&9% | -6% | 3% | 14%
O=C(NCc1ccco1)c1ccc(Cn2cc([N+](=O)[O-])cn2)o1 | 3% | -1% | -13% | -1.0 | -8% | 14% | 2% | 1% | 11%
O=C(COC(=O)/C=C/c1cccc(C(F)(F)F)c1)Nc1cccc2ccccc12 | 14% | -3% | -6% | 0.7 | -11% | 10% | 4% | -12% | 5%
Cc1ccc2[nH]c(=O)c3cc(C(=O)N4CCN(c5ccccc5F)CC4)sc3c2c1 | -1% | -5% | -9% | 0.0 | -1% | -15% | / | -6% | -10%
Cn1c(=O)oc2cc(S(=O)(=O)N3CCN(c4ccccc4)CC3)ccc21 | 10% | -1% | -2% | 5.3 | -4% | 0% | 1% | 1% | 7%
Cc1cccc2sc(N(CCCN(C)C)C(=O)c3ccc4ncsc4c3)nc12 | 13% | 29% | 7% | 1.4 | -15% | ? | 52%[activator] | -2% | 9%
Cc1cccc(SCC(=O)Nc2ccccc2[N+](=O)[O-])c1 | ? | -8% | -9% | 1.3 | ? | -8% | 3% | 0% | ?
Cc1nn(-c2ccc(C(=O)N3CCN(S(=O)(=O)c4ccccc4C(F)(F)F)CC3)cc2)c(C)c1Cl | / | / | -14% | -0.5 | / | 0% | 5% | 1% | 16%
COc1ccc(-c2c(C(C)=O)c(C)nc3sc4c(=O)n(-c5ccc(C)cc5)nnc4c23)cc1 | 23% | -9% | -7% | / | ? | -9% | -12% | 3% | 25%
CCOC(=O)c1c(S(=O)(=O)N2CCCC(C(=O)Nc3ncccc3C)C2)c(C)n(C)c1C (centres undefined) | 18%&9% | -4%&0% | -1% | -0.3&0.0 | -3%&2% | 2%&-14% | 25% | 2%&0% | 46%&7%[activator]
O=c1c2nnn(Cc3ccc(Cl)cc3)c2ncn1Cc1ccc(F)cc1 | 6% | -10% | -6% | 1.4 | -7% | -9% | 1% | -4% | -9%[58.9 µM]
COC(=O)COc1ccc(NS(=O)(=O)c2cccc([N+](=O)[O-])c2)cc1 | -2% | 3% | 8% | 0.0 | -3% | -12% | 4% | -4% | 126%[activator]

Screening results from PubChem.

The list is partial; the hit share may differ from the screen's.
